HTRA1 inhibitor: HTRA1 (human) protease inhibition; recombinant HTRA1, FP-rhodamine activity-based probe, fluorescence polarization; inhibition, % at 5.96 µM; hit rate 0.5% among 340,000; AID 504803; in the data active means inhibition above about 36%;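 further: 0% = enzyme with DMSO and 100% = wells lacking enzyme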
Target sequence (Q92743 whole entry, looked up): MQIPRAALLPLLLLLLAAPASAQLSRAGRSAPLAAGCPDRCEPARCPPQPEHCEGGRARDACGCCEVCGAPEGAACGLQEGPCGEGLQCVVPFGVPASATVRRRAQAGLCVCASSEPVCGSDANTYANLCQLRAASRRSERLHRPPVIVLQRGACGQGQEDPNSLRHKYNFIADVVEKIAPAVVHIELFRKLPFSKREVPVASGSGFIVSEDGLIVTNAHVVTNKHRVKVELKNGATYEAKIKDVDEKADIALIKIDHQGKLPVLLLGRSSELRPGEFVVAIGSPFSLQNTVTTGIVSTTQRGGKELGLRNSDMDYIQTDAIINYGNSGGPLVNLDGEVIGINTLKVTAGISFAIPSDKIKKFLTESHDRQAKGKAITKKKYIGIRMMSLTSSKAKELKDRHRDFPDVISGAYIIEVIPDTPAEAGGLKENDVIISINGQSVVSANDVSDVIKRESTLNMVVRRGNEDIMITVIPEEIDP
TCR-CD3 inh: human TCR-CD3 binding inhibition | TAMRA-labeled TCR probe fluorescence, biochemical | hit rate 0.37% among 360,000 | inhibition, % at 9.4 µM; in the data active means inhibition above about 19%;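 further: recombinant mutant TCR 2C K166C tagged with TAMRA read by polarization; 0% = receptor in buffer alone and 100% = receptor with positive control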
rCAG binder: binds r(CAG) RNA repeats | r(CAG) RNA repeat, TO-PRO-1 dye displacement fluorescence | inhibition, % at 3 µM | hit rate 1.3% among 370,000 | AID 651821;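 active means inhibition above the plate cutoff, the mean of all test compounds on that plate plus 3 SD, cut at about 35% in these data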;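 further: 0% = DMSO alone and 100% = 100 µM mitoxantrone as full dye displacement; higher means more dye released from RNA so lower well fluorescence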
LEDGF integ inh: blocks HIV-1 LEDGF/p75-dependent DNA integration; TR-FRET IN-LEDGF/p75 DNA integration, Eu/Cy5; inhibition, % at 3.7 µM; hit rate 0.64% among 370,000;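 active means inhibition above the screen-wide mean plus 3 SD, cut at about 13% in these data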;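 further: signal is the Cy5 over europium emission ratio at 671 and 618 nm; 0% = plate median of compound wells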
PG9 Ab binder: PG9 antibody binding by small molecule. TR-FRET gp120-PG9 antibody binding. inhibition, % at 6.7 µM. hit rate 0.43% among 360,000. AID 624416; in the data active means inhibition above about 8.5%
UHRF1 binding: human UHRF1 methylated DNA binding inhibitors. Q96T88. hit rate 0.75% among 370,000. UHRF1 binding to methylated oligo, TR-FRET. inhibition, % at 4.4 µM. AID 687016; in the data active means inhibition above about 21%;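 further: UHRF1 SRA domain binding a hemimethylated CpG hairpin DNA probe; 0% = median of test compound wells and 100% = reference inhibitor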
MBD2 inh: blocks human MBD2 binding to methylated DNA; Q9UBB5; hit rate 0.31% among 370,000; inhibition, % at 4.4 µM; TR-FRET, MBD2 binding to methylated oligonucleotide; in the data active means inhibition above about 13%
Rev-erbA mod: Rev-erb alpha (human) modulation; Rev-erbα–FITC-DNA binding, fluorescence polarization, 90 min; hit rate 0.79% among 370,000; activity, % at 10 µM; P20393;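 active means activity above about 14%, limit read from the data; passing the limit was not always enough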;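 further: 0% = DMSO wells with 35 nM protein and 100% = DMSO wells with 750 nM protein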
Target sequence (P20393 whole entry, looked up): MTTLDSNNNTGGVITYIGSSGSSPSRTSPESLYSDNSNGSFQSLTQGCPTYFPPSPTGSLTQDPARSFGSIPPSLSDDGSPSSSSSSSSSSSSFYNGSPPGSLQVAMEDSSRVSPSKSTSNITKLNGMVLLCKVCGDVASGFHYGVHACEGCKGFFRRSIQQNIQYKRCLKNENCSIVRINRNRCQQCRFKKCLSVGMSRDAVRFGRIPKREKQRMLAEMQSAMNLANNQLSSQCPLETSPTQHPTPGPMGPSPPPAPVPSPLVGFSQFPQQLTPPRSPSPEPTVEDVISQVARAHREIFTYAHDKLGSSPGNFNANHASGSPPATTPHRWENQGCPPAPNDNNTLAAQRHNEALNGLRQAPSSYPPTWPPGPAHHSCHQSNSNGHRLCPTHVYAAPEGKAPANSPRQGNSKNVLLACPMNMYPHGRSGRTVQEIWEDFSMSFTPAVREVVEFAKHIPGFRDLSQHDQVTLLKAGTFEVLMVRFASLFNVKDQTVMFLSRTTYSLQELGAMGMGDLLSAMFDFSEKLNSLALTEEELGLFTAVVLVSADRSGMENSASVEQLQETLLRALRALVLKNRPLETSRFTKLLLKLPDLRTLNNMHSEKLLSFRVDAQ
PRMT1 FP inh: blocks human protein arginine methyltransferase 1; Q99873; recombinant PRMT1, activity-based probe fluorescence polarization; hit rate 1.3% among 370,000; inhibition, % at 2.79 µM;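 active means inhibition above about 21% made by adding two undisclosed values, limit read from the data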
mABHD4 FP: ABHD4 (mouse) inhibition, primary FP screen; Q8VD66; purified mABHD4, FP-Rh probe fluorescence polarization; inhibition, % at 8.92 µM; hit rate 0.54% among 370,000; AID 720543;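 active means inhibition exceeding the mean over every tested compound plus 3 SD, cut at about 30% in these data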;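 further: 0% = plate median of compound wells and 100% = S159A mutant with DMSO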
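Test system: mABHD4 protein; Read-out basis: % inhibition; Incubation: 45 min + 60 min at 25 °C; Repeats: single replicate; Technique: fluorescence polarization with parallel and perpendicular emission, 525/598 nm; Compound: 8.92 µM, single dose; Benchmarks: full inhibition S159A mutant plus DMSO, zero as sample-well median.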
* = called active by the depositor.

What do the screens show for `Cn1c(N)c(C(=O)COC(=O)c2ccc([N+](=O)[O-])o2)c(=O)n(C)c1=O`?
HTRA1 inhibitor: 18.8; TCR-CD3 inh: 1.4; rCAG binder: -1.0; LEDGF integ inh: 10.3; PG9 Ab binder: -0.3; UHRF1 binding: 1.8; MBD2 inh: 0.5; Rev-erbA mod: 4.1; PRMT1 FP inh: 6.2; mABHD4 FP: -9.2

How did COc1ccc(CN2CC(=O)N(c3cc(Cl)ccc3C)C2=S)cc1OC do in these assays?
HTRA1 inhibitor: -11.5; TCR-CD3 inh: -5.8; rCAG binder: 8.6; LEDGF integ inh: 5.8; PG9 Ab binder: 1.6; UHRF1 binding: 3.3; MBD2 inh: -2.8; Rev-erbA mod: 4.8; PRMT1 FP inh: -1.4; mABHD4 FP: -2.3

Results for O=C(C(=O)N1CCc2ccccc2C1)c1cn(CC(=O)N2CCCCC2)c2ccccc12 ?
HTRA1 inhibitor: 4.2; TCR-CD3 inh: 7.1; rCAG binder: 0.1; LEDGF integ inh: -1.7; PG9 Ab binder: -1.6; UHRF1 binding: -6.1; MBD2 inh: -10.8; Rev-erbA mod: 2.5; PRMT1 FP inh: -0.8; mABHD4 FP: 2.1

How did CCCCNS(=O)(=O)c1ccc(S(=O)(=O)NCc2ccncc2)cc1 do in these assays?
HTRA1 inhibitor: -0.9; TCR-CD3 inh: 5.5; rCAG binder: 0.6; LEDGF integ inh: 3.6; PG9 Ab binder: -3.6; UHRF1 binding: 2.3; MBD2 inh: -0.6; Rev-erbA mod: -2.4; PRMT1 FP inh: 1.1; mABHD4 FP: 4.8

Results for COc1cccc(NC(=O)c2ccc(NC(=O)C3CC(=O)OC34CCCCC4)cc2)c1 (stereo not drawn) ?
HTRA1 inhibitor: -19.3; TCR-CD3 inh: 2.5; rCAG binder: -0.4; LEDGF integ inh: 1.7; PG9 Ab binder: -0.5; UHRF1 binding: -1.3; MBD2 inh: -0.4; Rev-erbA mod: -3.2; PRMT1 FP inh: 4.2; mABHD4 FP: -3.5

Results for COc1cc2c(cc1OC)C(C)N(C(=O)c1cccc([N+](=O)[O-])c1)CC2 (stereo not drawn) ?
HTRA1 inhibitor: -3.3; TCR-CD3 inh: 4.9; rCAG binder: -5.8; LEDGF integ inh: -3.3; PG9 Ab binder: -1.3; UHRF1 binding: -1.6; MBD2 inh: -8.0; Rev-erbA mod: 2.6; PRMT1 FP inh: 0.0; mABHD4 FP: 0.5

Results for Cn1c(=O)c2c(nc(NC3CCCCC3)n2CC(=O)C23CC4CC(CC(C4)C2)C3)n(C)c1=O ?
HTRA1 inhibitor: -2.8; TCR-CD3 inh: 4.3; rCAG binder: -1.2; LEDGF integ inh: 2.6; PG9 Ab binder: 1.0; UHRF1 binding: 2.8; MBD2 inh: -3.0; Rev-erbA mod: 0.9; PRMT1 FP inh: -0.3; mABHD4 FP: 4.8

Results for COc1cc2c3nnc(-c4ccc(F)cc4)c-3cn(Cc3ccc(C)cc3)c2cc1OC ?
HTRA1 inhibitor: -10.4; TCR-CD3 inh: -1.8; rCAG binder: 6.3; LEDGF integ inh: 1.2; PG9 Ab binder: 0.8; UHRF1 binding: -1.5; MBD2 inh: 2.4; Rev-erbA mod: 16.8; PRMT1 FP inh: -2.6; mABHD4 FP: 4.9

What do the screens show for `CCC(C)(C)NC(=O)C(c1ccccc1)N(Cc1cccnc1)C(=O)c1csnn1` (stereo not drawn)?
HTRA1 inhibitor: -5.8; TCR-CD3 inh: 7.5; rCAG binder: -9.2; LEDGF integ inh: 2.4; PG9 Ab binder: -0.3; UHRF1 binding: 0.3; MBD2 inh: -1.4; Rev-erbA mod: -0.8; PRMT1 FP inh: -2.5; mABHD4 FP: 5.3

Results for O=C(Cc1ccccc1F)N1CCN(S(=O)(=O)c2ccc(Cl)cc2)CC1 ?
HTRA1 inhibitor: 7.6; TCR-CD3 inh: 4.5; rCAG binder: 0.4; LEDGF integ inh: 2.4; PG9 Ab binder: -1.3; UHRF1 binding: -2.7; MBD2 inh: -1.8; Rev-erbA mod: 1.9; PRMT1 FP inh: 1.1; mABHD4 FP: -3.6

Results for Cc1cccc(OCCC(=O)NCC(=O)Nc2cccc(C)c2C)c1 ?
HTRA1 inhibitor: -6.2; TCR-CD3 inh: -3.4; rCAG binder: 2.7; LEDGF integ inh: -7.5; PG9 Ab binder: -1.9; UHRF1 binding: 4.4; MBD2 inh: 3.9; Rev-erbA mod: -1.5; PRMT1 FP inh: 3.0; mABHD4 FP: -0.8

How did COc1ccccc1CNc1nc(NCc2ccc3occc3c2)c2sccc2n1 do in these assays?
TCR-CD3 inh: 6.1; rCAG binder: 3.5; LEDGF integ inh: -3.2; PG9 Ab binder: -0.8; UHRF1 binding: -0.4; MBD2 inh: -1.5; Rev-erbA mod: -7.4; PRMT1 FP inh: -6.7; mABHD4 FP: 23.2

Reprinted from the part before: 2 compounds, then new ones.
Results for Cc1cccc(OCCC(=O)NCC(=O)Nc2cccc(C)c2C)c1 ?
HTRA1 inhibitor: -6.2; TCR-CD3 inh: -3.4; rCAG binder: 2.7; LEDGF integ inh: -7.5; PG9 Ab binder: -1.9; UHRF1 binding: 4.4; MBD2 inh: 3.9; Rev-erbA mod: -1.5; PRMT1 FP inh: 3.0; mABHD4 FP: -0.8

How did COc1ccccc1CNc1nc(NCc2ccc3occc3c2)c2sccc2n1 do in these assays?
TCR-CD3 inh: 6.1; rCAG binder: 3.5; LEDGF integ inh: -3.2; PG9 Ab binder: -0.8; UHRF1 binding: -0.4; MBD2 inh: -1.5; Rev-erbA mod: -7.4; PRMT1 FP inh: -6.7; mABHD4 FP: 23.2

How did CCOc1cc(/C=N/Nc2ncc(C)c(=O)[nH]2)ccc1O do in these assays?
HTRA1 inhibitor: 6.0; TCR-CD3 inh: -0.8; rCAG binder: 1.9; LEDGF integ inh: -0.8; PG9 Ab binder: -3.1; UHRF1 binding: -0.7; MBD2 inh: 0.2; Rev-erbA mod: 1.6; PRMT1 FP inh: -2.2; mABHD4 FP: -4.9

What do the screens show for `Cc1cc([N+](=O)[O-])nn1CC(=O)NNC(=S)Nc1ccc([N+](=O)[O-])cc1`?
HTRA1 inhibitor: 1.7; TCR-CD3 inh: 1.1; rCAG binder: 16.2; LEDGF integ inh: 3.8; PG9 Ab binder: -1.8; UHRF1 binding: -7.4; MBD2 inh: -6.5; Rev-erbA mod: 1.6; PRMT1 FP inh: 0.4; mABHD4 FP: 7.8

How did CCC12CN3CC(CC)(CN(C1)C3c1ccccc1Cl)C2O (stereo not drawn) do in these assays?
HTRA1 inhibitor: 4.1; TCR-CD3 inh: -0.2; rCAG binder: 0.7; LEDGF integ inh: 2.3; PG9 Ab binder: 0.0; UHRF1 binding: 0.5; MBD2 inh: -4.1; Rev-erbA mod: -2.4; PRMT1 FP inh: -2.6; mABHD4 FP: -3.2

What do the screens show for `CN1C(=O)C2CN(CCc3ccccc3)CNC2N(C)C1=O` (stereo not drawn)?
HTRA1 inhibitor: 0.3; TCR-CD3 inh: 4.2; rCAG binder: 1.2; LEDGF integ inh: -0.1; PG9 Ab binder: -1.1; UHRF1 binding: 0.0; MBD2 inh: 0.4; Rev-erbA mod: 4.9; PRMT1 FP inh: 0.9; mABHD4 FP: -4.0

What do the screens show for `CC(OC(=O)c1cccc(S(=O)(=O)N2CCOCC2)c1)C(=O)NC1CCCCC1C` (stereo not drawn)?
HTRA1 inhibitor: 9.8; TCR-CD3 inh: 5.5; rCAG binder: -2.4; LEDGF integ inh: -0.2; PG9 Ab binder: -0.1; UHRF1 binding: 4.5; MBD2 inh: 3.4; Rev-erbA mod: 3.2; PRMT1 FP inh: 4.2; mABHD4 FP: 1.6

How did COc1cc(C2C(C#N)=C(N)OC3=C2C(=O)CC(C)(C)C3)cc([N+](=O)[O-])c1O (stereo not drawn) do in these assays?
HTRA1 inhibitor: 0.9; TCR-CD3 inh: -3.2; rCAG binder: 1.4; LEDGF integ inh: -5.2; PG9 Ab binder: -3.9; UHRF1 binding: -0.9; MBD2 inh: -4.8; Rev-erbA mod: 9.6; PRMT1 FP inh: 6.1; mABHD4 FP: 8.8

Results for CCCCN(CC)S(=O)(=O)c1ccc(C(=O)N(CCCN(C)C)c2nc3cc(C)cc(C)c3s2)cc1 ?
HTRA1 inhibitor: -23.2; TCR-CD3 inh: 8.7; rCAG binder: -4.1; LEDGF integ inh: -0.6; PG9 Ab binder: -0.9; UHRF1 binding: 3.4; MBD2 inh: -2.0; Rev-erbA mod: -0.2; PRMT1 FP inh: -2.5; mABHD4 FP: 10.4

How did C#CCNC(=O)C1=C[C@@H](C2CCCCC2)[C@H](CCCO)[C@@H](OCC)O1 do in these assays?
HTRA1 inhibitor: -3.6; TCR-CD3 inh: 1.6; rCAG binder: -6.4; LEDGF integ inh: 0.7; PG9 Ab binder: 0.6; UHRF1 binding: 0.6; MBD2 inh: -0.2; Rev-erbA mod: -3.5; PRMT1 FP inh: -1.4; mABHD4 FP: 0.8

Results for CCOc1cc(CNn2cnnc2)cc(Br)c1OCC(=O)NC1CCCCC1 ?
HTRA1 inhibitor: 0.9; TCR-CD3 inh: -6.1; rCAG binder: -3.6; LEDGF integ inh: 4.7; PG9 Ab binder: 1.2; UHRF1 binding: 4.5; MBD2 inh: 6.1; Rev-erbA mod: -1.0; PRMT1 FP inh: 1.5; mABHD4 FP: -6.9

How did O=C(c1ccc(Br)cc1)N1CCC2(CC1)NCCc1[nH]cnc12 do in these assays?
HTRA1 inhibitor: -0.2; TCR-CD3 inh: -5.1; rCAG binder: 4.7; LEDGF integ inh: -0.6; PG9 Ab binder: 1.1; UHRF1 binding: 1.6; MBD2 inh: 1.9; Rev-erbA mod: -4.9; PRMT1 FP inh: 1.6; mABHD4 FP: -2.8

Results for CCC(C)N(C(=O)COc1ccc(NC(C)=O)cc1)C1CCS(=O)(=O)C1 (stereo not drawn) ?
HTRA1 inhibitor: 2.0; TCR-CD3 inh: 0.6; rCAG binder: 0.5; LEDGF integ inh: 3.6; PG9 Ab binder: -1.9; UHRF1 binding: 1.1; MBD2 inh: -7.0; Rev-erbA mod: 3.9; PRMT1 FP inh: -2.7; mABHD4 FP: -7.0

Results for CCOc1ccc(C(=O)CCC(=O)Nc2ncccc2O)cc1 ?
HTRA1 inhibitor: -5.9; TCR-CD3 inh: -5.3; rCAG binder: 15.0; LEDGF integ inh: -1.9; PG9 Ab binder: 1.3; UHRF1 binding: -3.9; MBD2 inh: -4.1; Rev-erbA mod: 4.0; PRMT1 FP inh: 5.5; mABHD4 FP: 8.3

What do the screens show for `O=C(c1ccncc1)N1N=C2CCCCCC2C1(O)C(F)(F)F` (stereo not drawn)?
HTRA1 inhibitor: -2.3; TCR-CD3 inh: -2.6; rCAG binder: 2.6; LEDGF integ inh: 4.1; PG9 Ab binder: -0.9; UHRF1 binding: -0.3; MBD2 inh: -0.2; Rev-erbA mod: 2.0; PRMT1 FP inh: -3.7; mABHD4 FP: -0.7

What do the screens show for `O=C(CN1C(=O)/C(=C\c2ccccc2Br)Oc2ccccc21)NCCCN1CCOCC1`?
HTRA1 inhibitor: -12.7; TCR-CD3 inh: 1.9; rCAG binder: -4.0; LEDGF integ inh: 3.5; PG9 Ab binder: 2.5; UHRF1 binding: -3.6; MBD2 inh: -2.0; Rev-erbA mod: -0.6; PRMT1 FP inh: -1.2; mABHD4 FP: -0.4

What do the screens show for `COc1ccc(S(=O)(=O)N2CCC(n3cnc4ccccc43)CC2)cc1`?
HTRA1 inhibitor: -0.1; TCR-CD3 inh: 4.5; rCAG binder: 3.5; LEDGF integ inh: -4.9; PG9 Ab binder: 0.0; UHRF1 binding: 0.8; MBD2 inh: 0.1; Rev-erbA mod: 2.4; PRMT1 FP inh: 2.6; mABHD4 FP: -2.5

Bioassay records deposited in PubChem by several laboratories.

Some of the compounds tested; count on the stated rates, not on these rows.
